Pf growth 96h: P. falciparum growth inhibition at 96 hours; AID 504834; Potency, µM (highest dose often 28.7 µM), for the others: top-dose activity change, negative = inhibition, actives largely listed as inhibitors; P. falciparum luciferase reporter growth, 96 h; 320,000 compounds, 6.9% hits; further: potency means the concentration at half of the fitted maximal effect; on the % scale 0 is the no-effect control and ±100 the full control effect
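P. falciparum expressing integrated firefly luciferase grown in erythrocytes (2% hematocrit, 0.05% parasitemia final) with compounds for 96 hours at 37 C, 5% CO2. Growth inhibition read as loss of luminescence after adding luciferase detection reagent.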
AMA1-RON2 inh: AMA1-RON2 (P. falciparum) interaction inhibition; AlphaScreen AMA1-biotinylated RON2 peptide binding; Potency, µM (highest dose often 58.2 µM), without a hit: at the highest dose activity change, negative = inhibition, hits mostly inhibitors; 360,000 compounds, 0.2% hits;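 further: potency means the concentration at half of the fitted maximal effect; 0% = vehicle wells and -100% = peptide control; nearly all actives have a fitted effect of over 45% in size; some results filed as inactive show a strong effect at the top dose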
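AMA1 (3D7) with his tag at 25 nM final met compounds first, then biotinylated RON2 peptide at 25 nM; detection used donor plus acceptor beads, 10 µg/mL apiece, read by AlphaScreen after 30 min at room temperature.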
Cycloheximide cs: counter-screen hit for Shiga toxin inhibitors, cycloheximide | max response, % | 300,000 compounds, 12% hits | cell reporter, cycloheximide protein synthesis inhibition counterscreen; in the data active means max response mostly above about 13%, no sharp cut-off; inactive means mostly below about 14%; further: read at 38.3 µM for the half of the compounds with a filed dose; 0% is about no effect
LmPK inhibitor: LmPK (Leishmania mexicana) enzyme inhibition | Q27686 | purified LmPK, Kinase-Glo ATP luminescence, 1 h | Potency, µM (highest dose often 57.5 µM), for inactives: at the top dose activity change, negative = inhibition, hits mostly inhibitors | 290,000 compounds, 0.37% hits | AID 1721; further: potency means the concentration at half of the fitted maximal effect; on the % scale 0 is the no-effect control and ±100 the full control effect
Target sequence (Q27686 whole entry, looked up): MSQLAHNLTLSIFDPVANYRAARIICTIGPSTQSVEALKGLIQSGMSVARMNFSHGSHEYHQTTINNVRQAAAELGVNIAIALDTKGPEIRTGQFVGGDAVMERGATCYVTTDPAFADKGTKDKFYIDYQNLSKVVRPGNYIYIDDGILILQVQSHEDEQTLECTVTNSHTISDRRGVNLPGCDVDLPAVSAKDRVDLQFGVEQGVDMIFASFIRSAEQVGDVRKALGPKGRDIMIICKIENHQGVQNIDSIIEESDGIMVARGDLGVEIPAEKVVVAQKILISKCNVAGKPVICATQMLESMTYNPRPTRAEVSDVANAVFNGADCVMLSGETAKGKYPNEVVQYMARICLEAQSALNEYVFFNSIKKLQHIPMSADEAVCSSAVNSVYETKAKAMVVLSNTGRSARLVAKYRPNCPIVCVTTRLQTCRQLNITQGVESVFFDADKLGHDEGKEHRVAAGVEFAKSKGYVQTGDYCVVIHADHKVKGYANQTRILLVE
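Kinase-Glo luminescence read after 1 h RT reaction of 0.1 nM LmPK with 0.5 mM PEP and 0.1 mM ADP. Activity scaled between uninhibited and enzyme-free controls.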
Tb PYK inh: inhibitors of Trypanosoma brucei pyruvate kinase; Q57TT1; TbPYK enzyme, Kinase-Glo Plus ATP luminescence, 45 min; Potency, µM (titrated, usually from 76.8 µM), inactives show at the highest dose activity, negative = inhibition, hits mostly inhibitors; 410,000 compounds, 0.12% hits; further: potency means the concentration at half of the fitted maximal effect; on the % scale 0 is the no-effect control and ±100 the full control effect; nearly all actives have a fitted effect of over 50% in size
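ADP (130 uM final) triggers the TbPYK reaction after compound addition; incubation is 45 min at room temperature. Kinase-Glo Plus is then added and luminescence imaged. Normalized data are fitted to concentration-effect curves.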
Shiga inhibitor: Shiga toxin inhibition. Vero cells, Shiga toxin protein synthesis inhibition reporter. inhibition, % at 38.7 µM. 290,000 compounds, 9.2% hits. AID 2315; in the data active means inhibition mostly above about 28%, no sharp cut-off; inactive means mostly below about 43%; further: 0% is about no effect
Pf growth 48h: inhibits P. falciparum growth in the first generation, 48 h. Potency, µM (highest dose often 28.7 µM), inactives show top-dose activity change, negative = inhibition, hits mostly inhibitors. 310,000 compounds, 5.9% hits. P. falciparum luciferase growth in erythrocytes, 48 h; further: potency means the concentration at half of the fitted maximal effect; on the % scale 0 is the no-effect control and ±100 the full control effect
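Firefly luciferase activity from engineered P. falciparum reports growth; inhibitors lower the luminescent signal. Cultures contained 2% hematocrit erythrocytes at 0.1% final parasitemia.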
Numbers without * were called inactive; ? = inconclusive; . = not tested or not shown; + = active, no number; & = joins results of further samples; ! = not active in a repeat; [ ] = remark or other dose. Unless noted, the call rests on the fitted dose curve; in most records, active means well fitted curve in the direction sought with a large enough effect; inconclusive means small, poorly fitted or top-dose-only effect, or another doubt; inactive means no such curve, though single readings can be large; an effect the other way counts as inactive or inconclusive.

SMILES | Pf growth 96h | AMA1-RON2 inh | Cycloheximide cs | LmPK inhibitor | Tb PYK inh | Shiga inhibitor | Pf growth 48h
CNC(=S)N1CCC(NC(=O)C(Cc2ccc(F)cc2)NC(C)=O)CC1 (centres undefined) | ? | 6% | 0 | 5% | -1% | -21 | 4%[5.75 µM]
C=CCN=C1N[C@@H](c2ccccc2)C(C(=O)OC)=C(C)N1CCOC | 10µM*! | -1% | -3&-2 | -4%&0% | -5% | -7&6 | 34%&18%[activator]
COc1cc(NC(=O)n2ncc3cc(Cl)ccc32)cc(OC)c1 | ? | 0% | 43* | 3% | 1% | 60* | 133%[activator]
COc1ccc(C(=O)N2CC(c3ccccc3)CC2=O)cc1 (centres undefined) | 43%[activator] | -5% | 44* | 3% | 2% | 63* | -50%
Nc1ccc2cc(Br)ccc2c1 | ? | ? | 2 | -1%[11.5 µM] | -9% | 18 | -13%
Oc1c(Br)cc(/C=N/Nc2nncc3ccccc23)cc1Br | -9% | 8% | 30* | 0% | -3% | 67 | -16%
Cn1ncc(Cl)c1C(=O)N1CCC2(CC1)OCCO2 | ? | -2% | -1 | 0% | 6% | -8 | 12%
Cn1c(=O)c(=O)n(C)c2cc(S(=O)(=O)N3CCCC3C(=O)Nc3ccc(F)cc3)ccc21 (centres undefined) | ? | 5% | -3 | 0% | 2%&0% | 5 | ?
CCNc1nc(Oc2ccc(=O)[nH]n2)nc(N2CCOCC2)n1 | -15% | 36%[activator] | -2 | -5% | -12% | -16 | .
Nc1nc(SCC(=O)NC2CCCC2)[nH]c(=O)c1-c1ccccc1 | 7% | . | -2 | 0% | . | -11 | .
CCC(=O)Nc1ccc(S(=O)(=O)N2CCCCC2)cc1OC | 11% | -2% | 6 | 3% | 2% | -11 | .
Cc1cccc(C)c1NC(=O)CN(C)C(=O)CN1C(=O)NC2(CCCC2)C1=O | 33%[activator] | 10% | . | . | -7% | . | 16%
O=C(O)CC(c1ccccc1)c1ccccc1 | -16% | -5% | 1 | -4% | -11% | -21 | 25%
O=C(NNS(=O)(=O)c1ccccc1)C1CCCCC1 | 50%[activator] | 3% | -4 | 2% | 4% | -3 | 13%
Cc1ccc(C(=O)C(C)OC(=O)Cc2n[nH]c(=O)c3ccccc23)cc1C (centres undefined) | 19% | 4% | . | . | 2% | . | 9%
COc1ccc(-c2c3c(=O)n(C)c(=O)n(C)c3cn2Cc2cccnc2)cc1 | ? | 2% | 17* | 3% | 0% | 126* | 6%
Cc1ccc(N2C(N)=C(C#N)C3(C(=O)N(C)c4ccccc43)C3=C2CC(C)(C)CC3=O)cc1Cl (centres undefined) | . | -2% | -5 | 8% | -12% | -31 | -30%
CC1(c2ccc3c(c2)OCCO3)NC(=O)N(CC(=O)Nc2c(F)cccc2F)C1=O (centres undefined) | -15% | 9% | . | . | -1% | . | ?
O=C(CSc1nc(-c2ccc(F)cc2)cs1)N1CCc2ccccc21 | -1% | -1% | -4 | -2% | 8% | -19 | 34%[activator]
Nc1ccccc1C(=O)N/N=C1/C2CN3CCN(C2)CC1(Cc1ccccc1)C3 | -4% | -8% | -6 | 0% | -2% | 29 | 20%
Cn1c(=O)oc2cc(S(=O)(=O)NCCC(=O)N3CC=C(c4ccccc4)CC3)ccc21 | -8% | 22% | 12 | 0% | -1% | -9 | ?
CCCn1c(N)c(N(CCOC)C(=O)c2cccc(C(F)(F)F)c2)c(=O)[nH]c1=O | 20% | 5% | 6 | -4% | 4% | 17 | 19%
COc1cccc(NC(=O)c2ccc3c(c2)CCN3S(C)(=O)=O)c1 | 221%[activator] | 3% | 17* | -1% | -15%&-7% | 50* | 14%
Cc1ccc(NC(=O)CSCC(=O)N(C)CC(=O)Nc2ccccc2C(F)(F)F)cc1 | 1% | 5% | . | . | -15% | . | -16%
CN(C(=O)CN1C(=O)/C(=C/c2ccccc2F)SC1=S)C1CCS(=O)(=O)C1 (centres undefined) | 10% | 12% | -5 | 1% | -5% | 1 | 0%
COc1ccc([C@H]2CC(=O)C=C(c3cc(F)ccc3F)C2)cc1OC | ? | -9% | . | . | -5% | . | ?
C[C@H](NS(=O)(=O)c1ccc(Cl)cc1)C(=O)OCC(=O)c1ccc[nH]1 | 47%[activator] | 3% | -5 | 5% | -2% | 15 | 2%
O=C(O)C1Cn2c(nc3c(c2=O)C2(CCCC2)Cc2ccccc2-3)S1 (centres undefined) | -7% | 0% | -4 | 0% | 1% | -5 | 19%
CCC(=O)NC(c1ccccc1)c1nc2ccccc2[nH]1 (centres undefined) | 43%[activator] | 6% | 44* | -6% | -4% | 68* | 24%
Cc1ccc(NC(=O)c2ccc(C#CC3(O)CCCCC3)cc2)cc1C | ? | -6% | 9 | 7% | -5% | 4 | ?
COc1cc(C(=O)O)nc2ccccc12 | 35%[activator] | 31%[activator] | 6 | 1% | -1% | 14 | 27%
CCS(=O)(=O)N1CCCC(C(=O)NCc2ccc3c(c2)OCO3)C1 (centres undefined) | -13% | 0% | -2 | -2% | -1% | 10 | 1%
CC(=O)C1=C(C)OC(N)=C(C#N)C1c1cccc([N+](=O)[O-])c1 (centres undefined) | 9% | -4% | -2 | 0% | -3% | -8 | 16%
COc1cc2cc(C(=O)N/N=C/c3cccc(OC)c3OC)[nH]c2cc1OC | -30% | -5% | 0 | -1% | 1% | 3 | -26%
NC(=O)c1ccccc1NC(=O)Nc1ccccc1Cl | 29% | -5% | 15 | -1% | 3% | 17 | -1%
Cc1[nH]c2c(C)cccc2c1CCNS(=O)(=O)c1cccc([N+](=O)[O-])c1 | 36%[activator] | -2% | -3 | 5% | -16% | -14 | -11%
COc1ccc(CCN2CC(C(=O)NCc3cc(C)on3)CCC2=O)cc1 (centres undefined) | ? | 5% | -2 | -12% | -1% | -5 | ?
CC(C)=CCN1CCN(Cc2c[nH]c3ccccc23)CC1CCO (centres undefined) | 2.9µM* | 9% | 1 | 1% | -2% | -7 | 0%
CCOC(=O)c1cnc(SCC(C)C)nc1N | 34%[activator] | 10% | 52* | -5% | 0% | + | 427%[activator]
Cc1ccc2oc(C(=O)NCc3ccc(S(N)(=O)=O)cc3)cc(=O)c2c1 | 29% | -6% | -2 | 0% | -1% | -8 | -22%

Twelve entries from above, tab-delimited:
smiles	Pf growth 96h	AMA1-RON2 inh	Cycloheximide cs	LmPK inhibitor	Tb PYK inh	Shiga inhibitor	Pf growth 48h
Cn1c(=O)oc2cc(S(=O)(=O)NCCC(=O)N3CC=C(c4ccccc4)CC3)ccc21	-8%	22%	12	0%	-1%	-9	?
CCCn1c(N)c(N(CCOC)C(=O)c2cccc(C(F)(F)F)c2)c(=O)[nH]c1=O	20%	5%	6	-4%	4%	17	19%
COc1cccc(NC(=O)c2ccc3c(c2)CCN3S(C)(=O)=O)c1	221%[activator]	3%	17*	-1%	-15%&-7%	50*	14%
Cc1ccc(NC(=O)CSCC(=O)N(C)CC(=O)Nc2ccccc2C(F)(F)F)cc1	1%	5%	.	.	-15%	.	-16%
CN(C(=O)CN1C(=O)/C(=C/c2ccccc2F)SC1=S)C1CCS(=O)(=O)C1 (centres undefined)	10%	12%	-5	1%	-5%	1	0%
COc1ccc([C@H]2CC(=O)C=C(c3cc(F)ccc3F)C2)cc1OC	?	-9%	.	.	-5%	.	?
C[C@H](NS(=O)(=O)c1ccc(Cl)cc1)C(=O)OCC(=O)c1ccc[nH]1	47%[activator]	3%	-5	5%	-2%	15	2%
O=C(O)C1Cn2c(nc3c(c2=O)C2(CCCC2)Cc2ccccc2-3)S1 (centres undefined)	-7%	0%	-4	0%	1%	-5	19%
CCC(=O)NC(c1ccccc1)c1nc2ccccc2[nH]1 (centres undefined)	43%[activator]	6%	44*	-6%	-4%	68*	24%
Cc1ccc(NC(=O)c2ccc(C#CC3(O)CCCCC3)cc2)cc1C	?	-6%	9	7%	-5%	4	?
COc1cc(C(=O)O)nc2ccccc12	35%[activator]	31%[activator]	6	1%	-1%	14	27%
CCS(=O)(=O)N1CCCC(C(=O)NCc2ccc3c(c2)OCO3)C1 (centres undefined)	-13%	0%	-2	-2%	-1%	10	1%

Additional compounds.
SMILES | Pf growth 96h | AMA1-RON2 inh | Cycloheximide cs | LmPK inhibitor | Tb PYK inh | Shiga inhibitor | Pf growth 48h
COc1cc(NC(=O)CN(C)S(=O)(=O)c2ccc3nc(C)sc3c2)cc(OC)c1 | -2% | 2% | -1 | 3% | 1% | 16 | -9%
COc1ccccc1CC(=O)N1CCCc2cc(C)ccc21 | 321%[activator] | -3% | 3 | 1% | -6% | 10 | 9%
Cc1ccc(CCc2nnc(SCC(=O)Nc3cc(Cl)ccc3Cl)n2-c2ccccc2)o1 | 3% | -4% | -1 | 2% | -24% | -7 | -4%
Cc1ccc(OCC(=O)Nc2ccc(-c3nc4ncccc4o3)cc2)cc1 | -24% | 6% | 0 | 3% | 1% | 2 | 6%
Cc1oc(-c2ccc(Cl)cc2)nc1CSCC(=O)NCCCN1CCOCC1 | ? | -7% | -3 | 0% | 10% | 1 | 32%[activator]
CCOC(=O)c1c(C)c(C(=O)N2CCN(c3ccccc3)CC2)c(C)n1C | ? | ? | 6 | 11% | 0% | 2 | -12%
CCOc1cc2nc(-c3ccc(OC)c(OC)c3)nc(N3CCOCC3)c2cc1OC | 45%[activator] | -15% | -2 | 3% | 1% | 15 | ?
Cc1ccc2c(C)c(C(=O)N3CCC(N4CCC(C(=O)NC5CC5)CC4)CC3)oc2c1 | ? | 1% | 0 | 2% | 1% | -13 | ?
O=C(O)CC1(CC(=O)Nc2ccc3c(c2)OCCCO3)CCCCC1 | 31%[activator] | 11% | 2 | -2% | -5% | 3 | 22%
O=S(=O)(NCc1ccccc1)c1ccc(S(=O)(=O)NCC2CCCO2)cc1 (centres undefined) | -5% | -17% | -1 | -10% | 9% | -10 | 17%
CCOP(=O)(OCC)c1nc(-c2ccc(Br)cc2)oc1N1CCCCC1 | -11% | -2% | -1 | 1% | 8% | -6 | 10µM*
N[C@@H](Cc1cnc[nH]1)C(=O)O | 5% | . | . | . | 3% | . | -2%
O=C1CNC(=S)N1C1CCCCCC1 | 1% | 1% | 1 | -12% | -7% | -5 | -1%
CC(=O)NC(Cc1cccc(F)c1)C(=O)NC1CCN(C(=O)Nc2ccc(C)cc2)CC1 (centres undefined) | ? | -4% | -1 | 5% | 4% | -6 | 1%
COC(=O)c1ccc(-c2nc(-c3ccc(Br)o3)no2)cc1 | -14% | -10% | 21* | 0% | -3% | 30 | .
O=C(Nc1ccc2c(c1)OCCO2)C1CCN(c2cnccn2)CC1 | 19% | -29% | -2 | 1% | 2% | 35 | -9%
O=C(CN1C(=O)c2ccccc2C1=O)NN1C(=O)c2ccccc2C1=O | 56%[activator] | 18% | 39 | 0% | -3% | 65 | 28%

Hits appear at their usual frequency. About 21% of those tested had a hit in this group.
